# DAX1 inh-1: DAX1 (NR0B1) inhibitors on StAR promoter, primary screen, cell-based, luminescence, SF-1 (NR5A1), full-length DAX-1 | HEK293T StAR-luciferase reporter, SF-1/DAX-1 repression relief | AID 652010, 2013 | inhibition, % at 6.8 µM | 1.1% of 370,000 active;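 active = inhibition above the mean over all tested compounds plus 3 SD, cut at about 3.6% in these data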;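 note: 0% = DAX-1 cells with DMSO and 100% = cells lacking DAX-1 with DMSO; higher inhibition means more luminescence from relief of DAX-1 repression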
# ssDAF12 agonist: S. stercoralis DAF-12 nuclear receptor activators, primary screen, cell-based, luminescence, HEK293, GRIP1 co-expression, lit1-tk-luc | activation, % at 6.8 µM | AID 652126, 2013 | Nuclear hormone receptor DAF-12 (Strongyloides stercoralis) | 1% of 370,000 active | HEK293 ssDAF-12/GRIP1 lit1-tk-luc reporter; % of 3 µM dafachronic acid response;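 active = activation above the mean over all tested compounds plus 3 SD, cut at about 0.9% in these data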;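 note: 0% = DMSO-only wells and 100% = 3 µM delta7-dafachronic acid wells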
# SMARCA2 act: SMARCA2 (BRM) function activators, primary screen, cell-based, luminescence, high throughput; MG213 cells, MMTV-luciferase reporter, dexamethasone, overnight; activation, % at 9.1 µM; 1% of 370,000 active; AID 652017, 2013; in the data active = activation above about 7.8%;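 note: 0% = vehicle wells and 100% = reference activator wells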
# hgDAF12 agonist: H. glycines DAF-12 receptor agonists, primary screen, cell-based, luminescence, HEK293, GAL4 fusion, UAS-luciferase; activation, % at 6.8 µM; Nuclear hormone receptor DAF-12 (Heterodera glycines), GAL4 fusion; 1.8% of 370,000 active; HEK293 GAL4-hgDAF12 UAS-luciferase reporter, agonist luminescence; normalized to butyrate control;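 active = activation above a cutoff set at the mean of all screened compounds plus 3 SD, cut at about 10% in these data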;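 note: 0% = DMSO wells and 100% = sodium butyrate wells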
# hcDAF12 agonist: H. contortus DAF-12 nuclear receptor activators, primary screen, cell-based, luminescence, HEK293, lit1-tk-luc reporter; HEK293 hcDAF-12 lit1-tk-luc reporter; 0% DMSO, 100% Δ7-dafachronic acid; activation, % at 6.8 µM; 1.4% of 370,000 active;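 active = activation above the mean of all tested compounds plus 3 SD, cut at about 5.5% in these data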;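 note: 100% = response to 3 µM Δ7-dafachronic acid high control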
# sPLA2-III inh: human group III sPLA2 inhibitors, primary screen, biochemical, QFRET, BODIPY PC-A2 liposome substrate | Group 3 secretory phospholipase A2 (Homo sapiens), Q9NZ20 | QFRET BODIPY PC-A2 liposome hydrolysis, fluorescence | inhibition, % at 12.2 µM | 0.56% of 370,000 active;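 active = inhibition above mean plus 3 SD of compounds lying within the high and low control bounds, cut at about 19% in these data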;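 note: 0% = median of test compound wells and 100% = no enzyme DMSO wells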
# FXN GAA850 act: FXN promoter activators, primary screen, cell-based, luciferase luminescence, HEK293 lucGAA850; HEK293 lucGAA850 FXN promoter luciferase reporter, 24 h; percent of 10 µM SAHA response; activation, % at 6 µM; 0.56% of 360,000 active;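 active = activation above the average of all compounds screened plus 3 SD, cutoff fixed separately per campaign, cut at about 7.5% in these data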;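 note: 0% = DMSO wells and 100% = 10 µM SAHA wells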
# DAX1 inh-2: DAX1 (NR0B1) inhibitors, primary screen, cell-based, HEK293, Gal4-DAX1, luciferase luminescence. 0.99% of 340,000 active. Nuclear receptor subfamily 0 group B member 1 (Homo sapiens), P51843. inhibition, % at 6.75 µM. AID 504766, 2011. HEK293 Gal4-DAX1 luciferase reporter;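 active = inhibition above the mean over all tested compounds plus 3 SD, cut at about 4.2% in these data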;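 note: 0% = DAX1-transfected cells with DMSO and 100% = empty-vector control cells with DMSO; inhibition shows as a rise in luminescence from relieved DAX1 repression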
# Target sequence (P51843 207-470 limits assumed): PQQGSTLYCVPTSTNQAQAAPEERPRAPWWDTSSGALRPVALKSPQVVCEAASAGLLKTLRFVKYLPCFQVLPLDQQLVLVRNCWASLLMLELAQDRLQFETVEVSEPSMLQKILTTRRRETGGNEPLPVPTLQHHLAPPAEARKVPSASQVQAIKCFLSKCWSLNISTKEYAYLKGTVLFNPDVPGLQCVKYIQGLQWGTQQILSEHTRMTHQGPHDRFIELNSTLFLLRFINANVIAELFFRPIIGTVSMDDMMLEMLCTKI
# PG9 Ab binder: binders of HIV-1 gp120 antibody PG9, primary screen, biochemical, TR-FRET. inhibition, % at 6.7 µM. TR-FRET gp120-PG9 antibody binding. 0.43% of 360,000 active. AID 624416, 2012. HIV-1 gp120 / PG9 antibody interaction; in the data active = inhibition above about 8.5%
# PLCb3 inh: human PLC-beta3 inhibitors, primary screen, biochemical, fluorescence. 1-phosphatidylinositol 4,5-bisphosphate phosphodiesterase beta-3 (Homo sapiens), Q01970. Purified PLC-beta3, fluorogenic substrate. inhibition, % at 12.2 µM. 0.18% of 370,000 active; in the data active = inhibition above about 11%;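 note: 0% = median of compound wells on plate and 100% = full blocker control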
# Rev-erbA mod: modulators of Rev-erb alpha DNA binding, primary screen, biochemical, FITC-DNA, fluorescence polarization, uHTS; Rev-erbα–FITC-DNA binding, 90 min; AID 1259318, 2017; activity, % at 10 µM; 0.79% of 370,000 active; Nuclear receptor subfamily 1 group D member 1 (Homo sapiens), P20393;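 active = activity above about 14%, limit read from the data; passing the limit was not always enough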;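 note: 0% = DMSO wells with 35 nM protein and 100% = DMSO wells with 750 nM protein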
# Target sequence (P20393 whole entry, looked up): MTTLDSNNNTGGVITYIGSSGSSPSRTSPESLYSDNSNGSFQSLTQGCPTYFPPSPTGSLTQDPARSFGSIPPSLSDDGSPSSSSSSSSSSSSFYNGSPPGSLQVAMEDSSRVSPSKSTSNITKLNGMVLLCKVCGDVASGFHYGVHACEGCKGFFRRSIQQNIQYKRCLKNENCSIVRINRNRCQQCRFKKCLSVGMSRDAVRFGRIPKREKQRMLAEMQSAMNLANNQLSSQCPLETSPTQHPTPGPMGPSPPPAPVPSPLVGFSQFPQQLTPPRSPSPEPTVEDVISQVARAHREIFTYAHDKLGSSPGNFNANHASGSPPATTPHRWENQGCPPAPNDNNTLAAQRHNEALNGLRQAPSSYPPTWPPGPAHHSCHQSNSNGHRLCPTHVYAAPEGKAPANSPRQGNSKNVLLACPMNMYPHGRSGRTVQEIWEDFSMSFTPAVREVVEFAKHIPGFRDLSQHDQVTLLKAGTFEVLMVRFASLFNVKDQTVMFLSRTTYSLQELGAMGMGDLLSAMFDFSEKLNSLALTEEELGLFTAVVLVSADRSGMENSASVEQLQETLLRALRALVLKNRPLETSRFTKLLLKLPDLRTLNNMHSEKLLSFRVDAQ
# Numbers without * were called inactive; nt = no result given. Compounds as they come; about 7% have a hit in one of these screens.
# Fields: hcDAF12 agonist	sPLA2-III inh	SMARCA2 act	PG9 Ab binder	Rev-erbA mod	PLCb3 inh	ssDAF12 agonist	DAX1 inh-1	DAX1 inh-2	hgDAF12 agonist	FXN GAA850 act
> CCOC(=O)Cn1cnc2c(nnn2-c2cccc(OC)c2)c1=O
  -2.4	9	-3	1.3	1	-4	-1.0	-0.2	2.1	0.7	2.6
> CC1(C)C2CCC(C2)C1(C)NC(=O)CNCC1CCCCC1 (stereo not drawn)
  2.4	5	-1	0.7	-8	0	-1.4	0.0	1.6	-2.1	10*
> Cc1cc(C)n(CCN(C)C(=O)C2CCC(=O)N(CCN3CCOCC3)C2)n1 (stereo not drawn)
  0.2	-3	2	-3.1	2	-5	-0.6	-0.8	0.3	0.1	-0.5
> COc1ccccc1N(CC(=O)NC1CCCCC1C)S(=O)(=O)c1cccs1 (stereo not drawn)
  -0.9	-3	-3	-1.0	-2	2	-0.9	0.6	1.5	1.9	0.4
> COc1ccc(CCNC(=O)C(=O)NCc2cccs2)cc1OC
  -1.7	3	0	1.7	3	1	-1.7	-0.2	0.2	-2.9	-0.6
> CC(C)n1cc(NC(=O)COc2ccccc2Cl)cn1
  -1.1	0	-1	2.2	4	-4	-1.4	0.3	-0.7	-1.3	0.0
> CC(=O)Nc1ccc(NC(=O)CSc2nc(N)c(NC(=O)c3ccco3)c(=O)[nH]2)cc1
  -0.5	7	-2	-2.7	-6	-4	-1.4	-6.3	0.1	-0.5	-0.1
> COc1ccc2[nH]c(C(=O)O)c(NC(=O)c3ccccc3[N+](=O)[O-])c2c1
  0.5	-23	0	-4.0	-5	-6	-2.1	0.7	0.7	-1.7	2.8
> NC(=O)C1(N2CCCCC2)CCN(S(=O)(=O)c2ccccc2)CC1
  -1.2	2	-1	-0.1	2	-7	-0.8	0.1	0.9	3.9	-1.0
> O=C(N/N=C/c1cccc2ccccc12)C(=O)N1CCCC1
  -1.6	-5	-3	-0.6	-2	-9	-1.8	0.0	-0.7	1.0	-1.3
> Cc1ccc(-c2nn(-c3ccccc3)cc2/C=N/n2c(-c3cccs3)n[nH]c2=S)cc1
  3.2	-4	-1	1.2	3	-6	-0.1	-0.6	nt	1.5	3.2
> O=C(CCS(=O)(=O)c1ccc(F)cc1)Nc1nnc(-c2cccs2)o1
  0.5	5	0	-1.6	-2	-11	-0.5	0.3	0.3	2.1	1.8
> O=C(c1ccncc1)N1CCN(S(=O)(=O)c2cccc(C(F)(F)F)c2)CC1
  -0.8	6	3	1.6	-6	-3	-1.0	0.2	-0.8	-2.1	2.4
> CSCCC(NC(=O)c1ccco1)C(=O)NCc1ccc2c(c1)OCO2 (stereo not drawn)
  1.3	12	-4	-1.7	-4	-2	-0.8	-0.2	0.4	1.5	0.2
> Cc1ccc(C)c(-c2csc(Nc3ncccn3)n2)c1
  0.8	1	1	1.2	-4	-4	-1.3	-0.5	0.1	3.5	0.6
> O=C(O)Cn1nnnc1SCC(=O)Nc1ccccc1F
  -0.6	0	-1	1.2	7	-3	-1.0	0.6	-0.9	0.0	0.3
> CC1CCCCN1Cc1c(O)ccc2c(=O)c(-c3nc4ccccc4s3)coc12 (stereo not drawn)
  -0.1	4	0	0.4	2	-73	-1.9	-0.6	-0.3	-4.7	-4.8
> CC(=O)c1cccc(OCC(=O)Nc2ccccc2N2CCOCC2)c1
  -0.4	-7	-1	0.2	-1	-5	-1.5	-0.1	-0.5	-1.8	0.4
> COc1ccc([C@@H]2CC=C(C(=O)O)[C@H](c3ccc(F)cc3)N2S(=O)(=O)c2ccc(C)cc2)cc1OC
  -0.9	-6	1	-1.6	-1	2	-1.4	0.5	-0.6	-0.6	-0.4
> CC(=O)c1cccc(NC(=O)C(C)OC(=O)c2cccc(-n3cnnn3)c2)c1 (stereo not drawn)
  -0.3	0	-1	0.7	8	-11	-1.1	0.1	-0.1	-1.4	0.7

# Gathered by group: those above with fluorine.
# Fields: hcDAF12 agonist	sPLA2-III inh	SMARCA2 act	PG9 Ab binder	Rev-erbA mod	PLCb3 inh	ssDAF12 agonist	DAX1 inh-1	DAX1 inh-2	hgDAF12 agonist	FXN GAA850 act
> O=C(CCS(=O)(=O)c1ccc(F)cc1)Nc1nnc(-c2cccs2)o1
  0.5	5	0	-1.6	-2	-11	-0.5	0.3	0.3	2.1	1.8
> O=C(c1ccncc1)N1CCN(S(=O)(=O)c2cccc(C(F)(F)F)c2)CC1
  -0.8	6	3	1.6	-6	-3	-1.0	0.2	-0.8	-2.1	2.4
> O=C(O)Cn1nnnc1SCC(=O)Nc1ccccc1F
  -0.6	0	-1	1.2	7	-3	-1.0	0.6	-0.9	0.0	0.3
> COc1ccc([C@@H]2CC=C(C(=O)O)[C@H](c3ccc(F)cc3)N2S(=O)(=O)c2ccc(C)cc2)cc1OC
  -0.9	-6	1	-1.6	-1	2	-1.4	0.5	-0.6	-0.6	-0.4

# Continued.
# Fields: hcDAF12 agonist	sPLA2-III inh	SMARCA2 act	PG9 Ab binder	Rev-erbA mod	PLCb3 inh	ssDAF12 agonist	DAX1 inh-1	DAX1 inh-2	hgDAF12 agonist	FXN GAA850 act
> CCOc1[nH]n(-c2ccc(Cl)cc2)c(=O)c1C=Nc1ccc(Cl)cc1
  -0.3	3	-4	-0.6	0	1	-1.5	0.1	1.9	2.9	-4.1
> CCOc1ccc(OCCC(=O)OCC(=O)Nc2cc(C)nn2-c2ccccc2)cc1
  -0.9	-5	-1	-0.4	0	-7	-1.3	0.4	-0.2	0.8	-0.2
> COc1cccc(CN2CCNC(=O)C2CC(=O)O)c1OC (stereo not drawn)
  -0.5	-1	-1	0.6	-5	-2	-0.4	-0.1	0.3	0.9	2.1
> CC(C)N(C(=O)CN1CCN(C(=O)C2COc3ccccc3O2)CC1)C(C)C (stereo not drawn)
  -0.7	9	-3	0.1	1	-5	-0.9	0.4	-0.5	-0.5	0.8
> CCc1c(O)nc(SCC(=O)Nc2ccccc2)n(-c2ccccc2)c1=O
  -0.4	-1	8	-2.2	0	3	-0.8	0.5	1.2	0.5	3.5
> CN1CCN(Cc2ccc(Sc3ccc(Cl)cc3)c([N+](=O)[O-])c2)CC1
  -2.3	-8	-2	-0.3	3	5	-1.3	-0.1	-0.8	-0.3	0.1
> Cc1onc(-c2ccccc2)c1C(=O)OCC(=O)Nc1ccccc1
  1.7	-5	2	-0.8	1	-2	-0.7	-1.4	-0.6	-3.8	-1.3
> COc1ccc(C2C(C(=O)Nc3cccc(C)n3)CCC(=O)N2c2ccc(OC)cc2)cc1 (stereo not drawn)
  0.2	-8	0	0.1	-4	5	-1.0	0.1	nt	-0.7	nt
> CCn1cc(S(=O)(=O)NC(C)c2cc(OC)ccc2OC)cn1 (stereo not drawn)
  -2.1	5	-2	1.7	-4	-3	-0.6	0.0	0.4	0.3	0.8
> O=C(O)c1ccc(S(=O)(=O)N2CCC(Cc3ccccc3)CC2)cc1
  -0.6	-1	1	-1.9	-2	4	-0.7	-1.4	-0.4	-0.3	-2.2
> CN(C)CCOC1c2ccccc2CCc2ccc3ccccc3c21 (stereo not drawn)
  -0.4	-38	-1	-1.2	-2	-1	-0.3	-0.1	2.4	-0.5	-1.3
> Cc1c(C(=N)C(C#N)C#N)c(=N)oc2c1ccc1ccccc12
  8.2*	-16	1	-2.4	5	-104	0.8	0.1	-0.1	2.9	5.3
> Cc1ccc(CN2CCCCC(NC(=O)c3ccc(Br)cc3)C2=O)cc1 (stereo not drawn)
  -2.9	9	-2	nt	5	1	-1.6	-1.4	nt	1.5	nt
> COc1ccc(Br)cc1C(=O)Nc1ccc(C(=O)O)cc1
  -0.8	-2	-3	0.9	6	5	-0.6	-0.1	-0.8	-1.0	0.2
> O=C(CSc1nnc(SCc2cccc3ccccc23)s1)Nc1ccc(C(=O)O)cc1
  -0.6	-33	-2	-2.6	-4	-1	-0.3	0.2	-0.5	-0.3	1.8
> CCOc1ncccc1C(=O)OCC(=O)N1CCc2ccccc21
  4.0	-2	0	-3.3	-1	1	-0.3	0.0	0.5	2.3	3.0
> Nc1cccnc1S(=O)(=O)c1ccccc1
  -1.6	0	4	-0.9	-2	-14	-1.0	-0.6	0.3	1.2	-0.3
> C/C(CC(=O)Nc1ccc(F)cc1)=N\NC(=O)COc1ccccc1
  -1.6	-14	-1	-2.5	0	-3	-0.8	0.3	0.1	0.3	-1.0
> COc1ccc(-n2cc(CNCCN3CCOC3=O)c(-c3ccccc3Cl)n2)cc1
  0.1	-2	-1	-2.3	-6	-14	-0.7	-0.2	0.5	0.6	1.8
> CC(C)(CNC(=O)c1ccc(Cl)c(S(=O)(=O)N2CCc3ccccc3C2)c1)N1CCOCC1
  -4.7	-10	-6	-2.8	2	0	-2.0	-2.9	-2.4	-7.7	-5.6
> COCCN(C(=O)Cc1ccc(OC)c(OC)c1)c1nc(-c2cc(OC)ccc2OC)cs1
  0.7	0	0	0.9	-9	-12	-1.0	0.0	-1.8	-2.3	-1.4
> O=C(Cc1n[nH]c(=O)c2ccccc12)OCC(=O)c1ccc2c(c1)OCCO2
  -1.2	-5	1	0.9	8	-16	0.4	1.8	0.0	1.6	0.1
> CCN(CCn1cccn1)Cc1c(C(=O)N2CCCCCCC2)nc2ccc(Cl)cn12
  -1.8	-2	2	-4.6	-4	0	0.0	0.7	-0.1	0.4	-1.7
> CCNC1CCS(=O)(=O)C1 (stereo not drawn)
  -1.1	22*	-6	-0.4	11	-6	-0.5	0.1	4.2	-2.0	0.4
> C(=C\c1ccccc1)/CSc1nnc(Cc2cccs2)n1-c1ccccc1
  -0.5	-4	-1	nt	1	-5	-1.3	-0.1	nt	0.6	nt
> CCC1(c2ccccc2)NC(=O)N(CC(=O)Nc2ccccc2N2CCCCC2)C1=O (stereo not drawn)
  -0.6	-10	0	0.1	-5	-7	-1.1	-0.8	0.0	-2.8	1.1
> O=C(CN(Cc1ccco1)C(=O)CCC(=O)Nc1ccccn1)NCCc1ccccc1
  -1.7	3	-2	2.3	2	1	-1.0	-1.2	0.0	0.0	1.5

# Bioassay records deposited in PubChem BioAssay by several laboratories.
